FXIa inh mix = FXIa protease inhibitors in compound pools, primary screen, biochemical, 10-compound mixtures. Coagulation factor XI (Homo sapiens), P03951. purified FXIa, fluorogenic substrate, pooled mixtures. inhibition, % at 5 µM. 62,000 tested, 0.19% active;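 also: each value is inhibition by a whole ten-compound pool holding the compound; 0% = enzyme with no mixture and 100% = wells lacking enzyme; strong numbers were not always called active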
PKA kinase inh = inhibitors of human PKA kinase activity, primary screen, biochemical, ATP-depletion luminescence, Kemptide substrate; cAMP-dependent protein kinase catalytic subunit alpha (Homo sapiens), P17612; PKA Kemptide phosphorylation, Kinase-Glo ATP luminescence; inhibition, % at 6 µM; 65,000 tested, 0.1% active; AID 524, 2006;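 active = inhibition above the screen-wide mean inhibition plus 3 SD, cut at about 21% in these data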; also: many of its hits are not listed in these tables
ROCK2 inh = inhibitors of human ROCK2 kinase, primary screen, biochemical, high-throughput, luminescence | Rho-associated protein kinase 2 (Homo sapiens), O75116 | purified ROCK2, Kinase-Glo ATP depletion luminescence | inhibition, % at 6 µM | 60,000 tested, 0.35% active | AID 604, 2007;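 active = inhibition above the screen-wide mean inhibition plus 3 SD, cut at about 18% in these data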;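 also: plate controls were DMSO wells for no effect and Y-27632 control wells after no-enzyme background subtraction for full effect; many of its hits are not listed in these tables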
CatL block = inhibitors of human cathepsin L, biochemical; AID 460, 2006; Procathepsin L (Homo sapiens), P07711; 58,000 tested, 0.17% active; purified cathepsin L, fluorogenic substrate, fluorescence; inhibition, %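 (tested at 10 µM)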; in the data active = inhibition above about 45%;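 also: 0% = enzyme with no compound and 100% = no enzyme blank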
Target sequence (P07711 114-288 limits assumed): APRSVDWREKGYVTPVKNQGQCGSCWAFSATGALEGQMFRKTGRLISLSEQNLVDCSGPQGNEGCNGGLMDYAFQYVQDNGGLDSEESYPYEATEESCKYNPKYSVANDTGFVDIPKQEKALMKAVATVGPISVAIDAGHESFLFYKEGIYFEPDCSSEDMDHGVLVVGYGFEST
Target sequence (P07711 292-333 limits assumed): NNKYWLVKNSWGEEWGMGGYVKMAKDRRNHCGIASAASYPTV
CatG inh = human cathepsin G inhibitors, primary screen, biochemical, pooled compound mixtures, AMC fluorescence; P08311; purified enzyme, AMC-tetrapeptide fluorescence; inhibition, % at 5 µM (by protocol); 62,000 tested, 0.2% active;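 active = inhibition above 20% in each of the two mixture wells holding the compound; inactive = inhibition of 20% or less in either well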;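 also: 0% = enzyme control without mixture and 100% = blank lacking enzyme; strong numbers were not always called active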
Target sequence (P08311 21-244 limits assumed): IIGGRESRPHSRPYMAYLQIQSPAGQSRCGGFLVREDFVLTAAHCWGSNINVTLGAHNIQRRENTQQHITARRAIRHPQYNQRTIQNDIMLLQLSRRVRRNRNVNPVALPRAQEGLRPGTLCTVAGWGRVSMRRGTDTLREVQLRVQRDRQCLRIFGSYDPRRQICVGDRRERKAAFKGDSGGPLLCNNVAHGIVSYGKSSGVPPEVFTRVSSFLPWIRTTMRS
C1s block = complement C1s protease inhibitors, primary screen, biochemical, 10-compound mixtures | Complement C1s subcomponent (Homo sapiens), P09871 | purified C1s, fluorogenic AMC substrate, pooled mixtures | mean inhibition % of two 10-compound mixtures (stronger effect = higher value), % at 5 µM (by protocol) | 62,000 tested, 0.16% active;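 active = inhibition above 20% in each of the two 10-compound mixture wells holding the compound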;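 also: 0% = enzyme wells lacking compound mixture and 100% = no-enzyme blank wells; some compounds called inactive have numbers as strong as hits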
JNK3 inh = JNK3 kinase activity inhibitors, primary screen, biochemical, human, purified enzyme; HTS; inhibition, % at 8 µM; 60,000 tested, 0.61% active; AID 746, 2007; in the data active = inhibition above about 17%;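 also: 0% = DMSO and 100% = reference inhibitor; many of its hits are not listed in these tables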
Target sequence (P53779 whole entry, looked up): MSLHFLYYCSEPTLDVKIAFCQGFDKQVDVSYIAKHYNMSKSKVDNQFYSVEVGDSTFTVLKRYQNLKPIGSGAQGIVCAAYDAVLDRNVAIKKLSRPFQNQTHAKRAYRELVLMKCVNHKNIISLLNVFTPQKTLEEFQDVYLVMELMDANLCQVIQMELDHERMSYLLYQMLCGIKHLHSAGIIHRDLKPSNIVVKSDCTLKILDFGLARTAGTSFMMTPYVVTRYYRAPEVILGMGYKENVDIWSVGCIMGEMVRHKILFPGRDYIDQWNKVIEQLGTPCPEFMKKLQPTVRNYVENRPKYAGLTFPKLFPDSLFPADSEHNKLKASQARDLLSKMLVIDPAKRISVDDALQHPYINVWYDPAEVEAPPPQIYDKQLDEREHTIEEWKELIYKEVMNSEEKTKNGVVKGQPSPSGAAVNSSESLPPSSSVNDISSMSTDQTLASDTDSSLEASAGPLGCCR
FXIIa inh mix = human factor XIIa inhibitors, primary screen, biochemical, pooled compound mixtures, fluorogenic substrate. purified FXIIa. AID 684, 2007. 62,000 tested, 0.2% active. inhibition, % at 5 µM. Coagulation factor XII (Homo sapiens), P00748;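 also: 0% = enzyme without compound and 100% = no enzyme blank; some results filed as inactive read as strong as hits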
CatS block = inhibitors of human cathepsin S, biochemical, compound mixtures; AID 501, 2006; recombinant cathepsin S, AMC dipeptide fluorescence, pooled mixtures; inhibition, %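 (tested at 5 µM per compound within 10-compound mixtures)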; 62,000 tested, 0.06% active; in the data active = inhibition above about 32%, passing the limit was not always enough;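 also: 0% = enzyme without compound and 100% = blank without enzyme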
The depositor's hits bear a star; · = not tested or not shown. Rule as the data show it, unless noted: active = inhibition above about 20% (passing the limit was not always enough); inactive = the rest.

SMILES	FXIa inh mix	PKA kinase inh	ROCK2 inh	CatL block	CatG inh	C1s block	JNK3 inh	FXIIa inh mix	CatS block
Cc1ccc(-n2ncc(-c3nnc(SCC(=O)NC4CCCC4)o3)c2N)cc1C	7	1	3	-1	7	-3	3	6	2
Cn1c(=O)n(-c2cccc(Cl)c2)c(=O)n1C	4	8	10	9	9	-4	6	6	-1
CCn1c(SCC(=O)Nc2cccc(F)c2)nc2c(c1=O)SC(C)C2 (centres undefined)	0	8	4	·	11	10	0	9	17
COc1ccc2[nH]c(C)c(CCN3C(=O)C4CC=CCC4C3=O)c2c1 (centres undefined)	-1	7	6	12	7	-15	-5	8	0
O=C(Nc1ccc(-c2cn3ccsc3n2)cc1)C1CC1	7	4	0	-8	8	10	-7	1	-4
CCC1S/C(=C(\C#N)C(N)=O)N(c2ccc(F)cc2)C1=O (centres undefined)	-5	13	1	1	0	2	31*	7	7
Cc1ccc(C)c(-c2nc3ccc(N)cc3[nH]2)c1	-4	0	4	-15	-1	-27	-8	11	7
CCOc1cc(S(=O)(=O)NCCc2cccc(C)c2)c(OCC)cc1-n1cnnn1	4	8	3	-4	4	-12	0	-15	-2
COc1ccc(C2(O)CCN(C(=O)NC3CCCCC3)CC2)cc1	-1	7	4	-7	11	-9	-1	3	0
CC(C)c1nnc(NC(=O)CCS(=O)(=O)c2nc(-c3cccs3)cc(C(F)(F)F)n2)s1	-2	5	0	-1	-7	-20	-3	0	-4
Cn1c(SCc2nnc(-c3ccccc3Br)o2)nc2sc3c(c2c1=O)CCC3	3	9	5	13	-1	-15	2	2	11
CCC1(CC)NC(=O)N(CC(=O)Nc2sc3c(c2C(N)=O)CCC3)C1=O	1	-3	1	6	9	14	-3	2	14

Some entries already given, limited to JNK3 inh, C1s block and FXIIa inh mix:
mol | JNK3 inh | C1s block | FXIIa inh mix
Cn1c(=O)n(-c2cccc(Cl)c2)c(=O)n1C | 6 | -4 | 6
CCn1c(SCC(=O)Nc2cccc(F)c2)nc2c(c1=O)SC(C)C2 (centres undefined) | 0 | 10 | 9
COc1ccc2[nH]c(C)c(CCN3C(=O)C4CC=CCC4C3=O)c2c1 (centres undefined) | -5 | -15 | 8
O=C(Nc1ccc(-c2cn3ccsc3n2)cc1)C1CC1 | -7 | 10 | 1
CCC1S/C(=C(\C#N)C(N)=O)N(c2ccc(F)cc2)C1=O (centres undefined) | 31* | 2 | 7

(cont.)
SMILES	FXIa inh mix	PKA kinase inh	ROCK2 inh	CatL block	CatG inh	C1s block	JNK3 inh	FXIIa inh mix	CatS block
CCOC(=O)C(CC)n1cnc2c(oc3ccccc32)c1=O (centres undefined)	10	6	1	-4	19	8	1	-17	31
COc1ccccc1N1CCN(C(=O)c2ccc(S(=O)(=O)N3CCCC3)cc2)CC1	-1	8	6	6	8	-2	0	1	2
CC(=O)c1c(C)nc2nonc2c1N	0	0	4	-3	8	11	-3	8	-1
COc1ccc(CCNC(=O)C2CCN(S(C)(=O)=O)CC2)cc1OC	2	-1	-2	20	10	15	-2	8	6
CC(C)(C)n1nc2c(c1NC(=O)Cc1cccs1)CSC2	4	-4	1	10	-2	-8	0	1	14
O=C(CCN1CCc2ccccc2C1)Nc1ccc(F)cc1	10	-4	1	7	7	1	-3	0	-3
Cc1nc(N2CCOCC2)c(C#N)c2c1COC(C)(C)C2	·	4	5	-18	·	·	-2	·	·
CC(=O)N1CCCc2cc(S(=O)(=O)CCC(=O)N3CCN(c4cccc(C)c4)C(C)C3)ccc21 (centres undefined)	9	0	3	7	9	-7	-5	4	8
CCN(CC)Cc1cc(CC(C(N)=O)C(N)=O)ccc1OC	7	-2	5	19	3	-1	6	10	-9
COc1c(O)cccc1-c1nnn(CCC(=O)OCC(=O)c2ccccc2)n1	-2	4	2	8	8	5	0	4	-2
CC(NC(=O)CSc1nc2c(cc1C#N)CN(C)CC2)c1ccccc1 (centres undefined)	·	3	-10	28	·	·	-3	·	·
COc1ccccc1NC(=O)CCc1nc(-c2cccs2)no1	4	1	·	·	18	14	·	10	-3
COc1ccc2[nH]c(=O)c(CN(C(=O)c3ccncc3)C(C)C)cc2c1	9	1	2	5	-11	11	-5	-16	5
COc1ccc(-c2cn3cccnc3n2)cc1NC(=O)C1CCCC1	-11	8	·	-2	1	-24	·	2	5
COc1ccccc1Nc1nnc(SCC(=O)N2CCCC2=O)s1	5	-1	2	-3	14	17	2	3	4
COc1ccc(C(CNC(=O)c2cc(C)oc2C)N2CCOCC2)cc1 (centres undefined)	-5	-1	-1	-3	-12	-87	2	-18	-19
Cc1cccn2c(=O)c(/C=C(\C#N)S(=O)(=O)c3ccccc3)c(N3CCN(C)CC3)nc12	·	4	10	10	·	·	-5	·	·
O=C(O)CC1NC(=O)N(c2ccc(Cl)cc2)C1=O (centres undefined)	5	2	-9	-16	-1	3	7	2	-6
CC(C)c1ccc(NC(=O)CSc2nc3c(c(=O)[nH]2)CCC3)cc1	14	-3	-1	·	9	-9	-8	6	5
O=C(CN1CCOCC1)NCCNC(=O)CN1CCOCC1	2	4	6	-6	10	17	3	41	-2
COc1cc(C(=O)Nc2ccc3c(c2)OCCO3)ccc1-n1cnnn1	1	7	8	3	12	-14	-1	3	-1
Cc1csc(NC(=O)CSc2nc3ccccc3c(=O)[nH]2)n1	3	13	8	-10	9	8	2	-2	-6
CCOC(=O)c1cnc2ccc(Cl)cc2c1N1CCN(C)CC1	2	4	5	-5	9	-2	32*	9	-6
Cn1cc(C(=O)NCN2CCCCC2)c2ccccc21	3	5	13	12	15	11	2	0	17
CCOC(=O)N1CCC(NC(=O)C2CCCN(Cc3nc(-c4cccc(Cl)c4)oc3C)C2)CC1 (centres undefined)	21*	-6	1	·	4	-10	-3	1	7
Cc1ccc(-c2ccc(=O)n(CCC(=O)NCCN3CCCCC3C)n2)cc1 (centres undefined)	2	11	6	6	2	5	0	2	8
CCc1ccc(NC(=O)CSC2=C(C#N)C(c3ccco3)C3=C(CCCC3=O)N2)cc1 (centres undefined)	·	0	-10	12	·	·	4	·	·
C=CCc1ccccc1OCC(O)CNC(C)C (centres undefined)	8	2	5	10	8	13	5	3	-7
CCSC1=C(C#N)C(c2ccc(OC)c(OC)c2)CC(=O)N1 (centres undefined)	9	4	-3	-1	-2	-12	-8	15	-6
COC(=O)CSc1nnnn1-c1ccccc1	3	0	1	0	13	17	5	9	9
COCCn1c(SCC(=O)N2CCc3ccccc32)nc2c(c1=O)SC(C)C2 (centres undefined)	4	-2	-8	2	1	7	-3	6	-7
COc1ccc(-c2nc3c(c(=O)n(C)c(=O)n3C)n2CC2CC(c3ccccc3)=NO2)cc1OC (centres undefined)	1	1	7	1	6	14	5	2	4
Cc1ccc(S(=O)(=O)n2nc(C)c(Br)c2C)c(C)c1C	6	13	6	6	-1	-3	0	0	3
CCOC(=O)c1c(NC(=O)C2CCN(S(=O)(=O)c3cccs3)CC2)sc(C)c1C	10	1	2	·	-2	2	8	1	12
CCc1ccc2[nH]c(=O)c(CN(CCN(CC)CC)C(=O)Nc3ccccc3OC)cc2c1	4	15	7	1	-5	5	10	13	3
CC(=O)c1cccc(NC(=O)Nc2cc3sccc3n2C)c1	9	-6	1	·	1	1	0	-8	-4

Compound profiles, as listed above:
`CCOC(=O)c1c(NC(=O)C2CCN(S(=O)(=O)c3cccs3)CC2)sc(C)c1C` across the screens: FXIa inh mix = 10; PKA kinase inh = 1; ROCK2 inh = 2; CatL block = ·; CatG inh = -2; C1s block = 2; JNK3 inh = 8; FXIIa inh mix = 1; CatS block = 12
`Cc1ccc(-c2ccc(=O)n(CCC(=O)NCCN3CCCCC3C)n2)cc1` (centres undefined) across the screens: FXIa inh mix = 2; PKA kinase inh = 11; ROCK2 inh = 6; CatL block = 6; CatG inh = 2; C1s block = 5; JNK3 inh = 0; FXIIa inh mix = 2; CatS block = 8
`CCOC(=O)N1CCC(NC(=O)C2CCCN(Cc3nc(-c4cccc(Cl)c4)oc3C)C2)CC1` (centres undefined) across the screens: FXIa inh mix = 21*; PKA kinase inh = -6; ROCK2 inh = 1; CatL block = ·; CatG inh = 4; C1s block = -10; JNK3 inh = -3; FXIIa inh mix = 1; CatS block = 7

2 entries from above, reformatted:
mol,FXIa inh mix,PKA kinase inh,ROCK2 inh,CatL block,CatG inh,C1s block,JNK3 inh,FXIIa inh mix,CatS block
COC(=O)CSc1nnnn1-c1ccccc1,3,0,1,0,13,17,5,9,9
COc1ccc(-c2nc3c(c(=O)n(C)c(=O)n3C)n2CC2CC(c3ccccc3)=NO2)cc1OC (centres undefined),1,1,7,1,6,14,5,2,4

Further entries follow:
SMILES	FXIa inh mix	PKA kinase inh	ROCK2 inh	CatL block	CatG inh	C1s block	JNK3 inh	FXIIa inh mix	CatS block
O=C1CCC(=O)N1c1ccc(CSc2nnnn2C2CCCCC2)cc1	2	7	1	-1	-9	-34	2	-20	8
C=CCSc1nc2c(cc1C#N)CCC2	0	2	3	-13	-11	-101	4	-16	-7
COc1ccc(S(=O)(=O)N2CCN(C(=O)NCc3ccccc3)CC2)cc1	6	-7	-4	-9	-2	-2	3	4	-6
Cc1ccc(S(=O)(=O)N2CCN(C(=O)CN3CCCC3)C2)cc1	1	10	4	2	8	-7	-3	0	1
Cc1cc(/C=N/n2cnnc2)c(C)n1-c1ccc(OCc2ccccc2F)cc1	2	9	3	2	0	4	6	14	4
O=C(c1cc2n(n1)C(C(F)(F)F)CC(c1ccco1)N2)N1CCc2ccccc2C1 (centres undefined)	8	5	3	3	2	-2	0	-1	5
CCn1c(=O)cc(OCC(=O)NCCCN2CCC(C)CC2)c2ccccc21	-6	5	6	9	8	-5	-3	3	4
CCOc1ccccc1CNC(=O)CCN1C(=O)COc2ccccc21	5	11	3	10	-8	1	3	10	8
Cc1oc(-c2ccccc2F)nc1CN1CCC(C(=O)NCc2ccco2)CC1	0	7	2	-5	-13	-22	3	1	-8
CCOC(=O)N1CCN(C(=O)C(c2ccccc2)c2ccccc2)CC1	3	-1	·	-11	12	16	·	-8	0
C=CCN(CC(=O)NCC1CCCO1)C(=O)CCC(=O)Nc1cc(C)on1 (centres undefined)	13	-1	2	0	2	0	6	3	0
CC(=O)N1C(C(=O)O)CSC1c1cccc(C)c1 (centres undefined)	-10	3	·	0	-8	-63	·	10	5
Cc1nnc(SCc2nnc(-c3ccccc3Br)o2)n1-c1ccccc1	6	-4	-3	82*	14	17	-5	10	5
COc1ccc(C(=O)NCc2n[nH]c(=S)n2-c2ccccc2)cc1OC	6	7	·	-7	7	7	·	4	2
Cc1nn(-c2ccccn2)c(C)c1Oc1ccccc1O	8	-1	5	-2	0	-14	0	5	-5
